Bioassay records: PubChem, several laboratories
TRPC4 act = activators of mouse TRPC4 channel | HEK293 TRPC4beta/mu-opioid, Fluo4 calcium fluorescence; active compounds read high | 310,000 tested, 0.49% active | B-score at 10 µM;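 active = B-score above 5 SD of library B-scores, and initial fluorescence ratio not above library mean plus 5 SD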;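 also: positive B-score marks a calcium rise read as TRPC4 activation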
Target sequence (Q9QUQ5 whole entry, looked up): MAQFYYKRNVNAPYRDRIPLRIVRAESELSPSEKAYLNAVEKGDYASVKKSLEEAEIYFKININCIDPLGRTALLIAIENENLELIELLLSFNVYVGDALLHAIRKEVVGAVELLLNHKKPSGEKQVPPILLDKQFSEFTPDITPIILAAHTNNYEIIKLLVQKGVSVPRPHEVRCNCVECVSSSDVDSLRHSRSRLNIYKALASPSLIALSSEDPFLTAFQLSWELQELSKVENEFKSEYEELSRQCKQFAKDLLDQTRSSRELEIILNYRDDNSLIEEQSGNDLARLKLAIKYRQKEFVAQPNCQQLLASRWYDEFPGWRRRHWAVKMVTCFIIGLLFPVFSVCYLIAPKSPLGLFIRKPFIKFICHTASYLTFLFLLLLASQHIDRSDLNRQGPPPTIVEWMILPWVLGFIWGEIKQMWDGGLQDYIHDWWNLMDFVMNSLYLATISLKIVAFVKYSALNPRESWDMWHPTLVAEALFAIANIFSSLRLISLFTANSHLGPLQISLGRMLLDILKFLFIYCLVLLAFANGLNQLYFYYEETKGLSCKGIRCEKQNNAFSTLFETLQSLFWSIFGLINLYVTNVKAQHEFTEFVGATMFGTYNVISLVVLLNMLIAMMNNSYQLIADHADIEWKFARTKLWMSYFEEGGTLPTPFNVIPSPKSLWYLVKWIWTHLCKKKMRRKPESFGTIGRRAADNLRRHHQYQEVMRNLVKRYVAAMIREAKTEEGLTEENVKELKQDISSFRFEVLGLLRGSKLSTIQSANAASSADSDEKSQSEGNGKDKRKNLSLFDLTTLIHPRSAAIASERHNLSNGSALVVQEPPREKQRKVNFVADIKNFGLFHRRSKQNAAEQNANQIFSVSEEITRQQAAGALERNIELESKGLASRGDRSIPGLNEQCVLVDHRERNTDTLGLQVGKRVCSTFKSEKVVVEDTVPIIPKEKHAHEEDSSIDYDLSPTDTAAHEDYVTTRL
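Technique: kinetic Fluo4 calcium fluorescence; Test system: TRPC4beta and mu-opioid receptor HEK293 stable cells; Measure: B-scored integrated calcium fluorescence ratio; Benchmarks: low control buffer alone, high control maximal DAMGO; Schedule: 45 min room-temperature Fluo4 loading, 110 s read.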
Dyrk1A ADPGlo = blocks rat Dyrk1A kinase activity; Q63470; ADP-Glo luminescence, NFATc1 peptide; inhibition, % at 12.5 µM; 310,000 tested, 0.43% active; AID 504441; in the data active = inhibition above about 50%;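 also: plate controls were vehicle with enzyme for no effect and no enzyme for full effect; many of its hits are not listed in these tables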
ANO1 activ = activators or potentiators of mouse TMEM16A chloride channel; HEK293 TMEM16A/YFP-H148Q/I152L, iodide quench fluorescence; active compounds read low; B-score at 10 µM; 340,000 tested, 0.3% active; AID 623877;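 active = fluorescence-ratio B-score plate-corrected deviation score at least 3 library SD below zero, with starting fluorescence score within 5 deviations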;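 also: channel opened by trigger with iodide after compound preincubation; score built on the fluorescence ratio of max minus min over baseline; more negative score means more quench and so TMEM16A activation or potentiation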
HDAC3 inhib = blocks human histone deacetylase 3; O15379; recombinant HDAC3, fluorogenic peptide/trypsin coupled, fluorescence; inhibition, % at 8.3 µM; 320,000 tested, 0.15% active; AID 2718; in the data active = inhibition above about 26%, passing the limit was not always enough; inconclusive = no clear call, values can overlap the other calls
KCNQ1 inh = blocks the human KCNQ1 potassium channel; CHO-K1 KCNQ1, FluxOR thallium flux fluorescence; active compounds read high; 310,000 tested, 1.3% active; B-score at 10 µM; AID 2642; P51787;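 active = compounds whose thallium flux B-score, printed positive for inhibition, exceeds three library SD while starting fluorescence stays within three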;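 also: channel opened by potassium depolarization with thallium stimulus after 20 min compound exposure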
TRPC4 potent = TRPC4 (mouse) allosteric potentiation; 310,000 tested, 0.42% active; B-score at 10 µM; HEK293 TRPC4beta/mu-opioid, DAMGO EC20, Fluo-4 Ca2+ flux; active compounds read high;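 active = B-score of calcium response area above 5 SD of library B-scores, with initial fluorescence ratio within 5 SD of library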;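 also: B-score of integrated fluorescence ratio over time as area under calcium response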
ANO1 block = inhibitors of mouse TMEM16A calcium-activated chloride channel; Q8BHY3; HEK293 TMEM16A/YFP iodide influx fluorescence, ionomycin; normalized B-score (activity score, 25-100; higher = stronger inhibition) at 10 µM; 310,000 tested, 1.2% active;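 active = ratio plate-corrected score three or more library SD toward inhibition, starting fluorescence score within five deviations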;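 also: score derived from kinetic fluorescence span divided by baseline fluorescence per well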
KCNK9 inh = blocks the human KCNK9 two-pore domain potassium channel. 310,000 tested, 1.2% active. AID 488922. Q9NPC2. HEK293 KCNK9, FluxOR thallium flux fluorescence; active compounds read low. B-score at 10 µM;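 active = ratio B-score over 3 SD below the library mean, with starting fluorescence within 5 SD of its mean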;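 also: negative B-score means less thallium flux so channel inhibition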
KCNK3 block = human KCNK3 channel inhibition, primary screen; CHO-KCNK3 thallium flux, FluxOR fluorescence; active compounds read low; 340,000 tested, 0.84% active; O14649; B-score at 10 µM;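 active = B-score under library mean minus 4 SD, starting fluorescence ratio at most library mean plus 5 SD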;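 also: more negative B-score means stronger inhibition of thallium flux through KCNK3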
hERG protect = shields human hERG channel from block by proarrhythmic agents; Q12809; CHO-hERG, FluxOR thallium flux, dofetilide IC70 present; activation (rescue from dofetilide block), less the hit threshold, % at 10 µM; 310,000 tested, 0.51% active; AID 1511;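 active = activation above the mean of controls blocked by dofetilide plus 5 SD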;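 also: thallium influx through hERG after potassium depolarization seen as dye fluorescence rise; in these data hits start at about 4.7%; inactives centre near -7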
KCNQ1 act = potentiators or activators of human KCNQ1 potassium channel; CHO-K1 KCNQ1, thallium flux FluxOR fluorescence; active compounds read high; B-score at 10 µM; 310,000 tested, 0.35% active; AID 2648;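 active = fluorescence ratio B-score, a plate-corrected score, at least three library SD, with initial intensity B-score within 5 SD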
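Assay system: stable KCNQ1 CHO-K1 line; medium: assay buffer, equal DMSO in all wells; timing: 90 min dye loading and 20 min compound exposure, both at room temperature; technique: kinetic FluxOR thallium fluorescence, 10-s 1-Hz baseline, 110-s post-stimulus read; read-out basis: B score of baseline-normalized fluorescence ratio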
* hit, by the source's call; i = inactive; ? = inconclusive; . = not tested or not shown. A portion of the library; the hit share may differ from the screen's.

molecule,TRPC4 act,Dyrk1A ADPGlo,ANO1 activ,HDAC3 inhib,KCNQ1 inh,TRPC4 potent,ANO1 block,KCNK9 inh,KCNK3 block,hERG protect,KCNQ1 act
COc1ccc(/C=C(/NC(=O)c2ccccc2)c2nc3ccc(Cl)cc3[nH]2)cc1OC,i,4,i,-2,i,i,i,i,i,-9,i
CC(Oc1ccccc1F)C(=O)NNC(=O)c1ccc(F)c(S(=O)(=O)N2CCOCC2)c1 (configuration not stated),i,3,i,-2,i,i,i,i,i,-2,i
CCCc1nnc(NC(=O)CCC(=O)N2CCN(S(=O)(=O)c3ccc(C)cc3)CC2)s1,i,-4,i,2,i,i,i,i,i,-11,i
Cc1cc(=O)oc2cc(OCCSc3nnc(-c4ccccc4)o3)ccc12,i,-3,i,1,i,i,i,i,i,-3,i
COc1ccc(CC(=O)N(C)CC(=O)Nc2ccccc2SC)cc1,i,3,i,-5,i,i,i,i,i,-8,i
O/N=C1/CC/C(=N\O)c2nn(-c3ccccc3)nc21,.,47,i,5,.,.,i,.,i,.,.
Cc1cccc(NC(=O)c2ccc(-c3ccccc3[N+](=O)[O-])o2)c1,i,22,i,5,i,i,i,i,i,-33,i
O=C(O)c1ccc(CNCc2cccc(Oc3ccccc3)c2)cc1,i,3,i,1,i,i,i,i,i,-10,i
CCn1cc(C(=O)OC)c(=O)c2ccc(C)nc21,i,-2,i,1,i,i,i,i,i,-5,i
Cn1cc(/C=C(\C#N)C(=O)Nc2ncc(Cc3cccc(Cl)c3)s2)c2ccccc21,i,.,.,-1,i,i,i,i,.,-2,i
CC1CC(=O)N(c2ccc(NCCc3ccc(O)cc3)c([N+](=O)[O-])c2)C1=O (configuration not stated),i,-2,i,-1,i,i,i,i,i,-9,i
Cc1ccc(C(=O)NCCSc2ccc(Cl)cc2)cc1S(=O)(=O)Nc1ccccc1,i,-3,i,?,i,i,100*,i,i,-7,i
CN1CCc2c(C#N)c(N3CCCCC3)nc(NCc3ccccc3)c2C1,i,-2,i,-1,i,13*,i,i,i,-6,i
COc1ccc(N2C(=O)CC(N3CCN(S(=O)(=O)c4c(F)cccc4F)CC3)C2=O)cc1OC (configuration not stated),i,-5,i,5,i,i,i,i,i,-10,i
CCOc1cc(C)c(S(=O)(=O)Nc2ccc(Cl)cn2)cc1C,i,-3,i,2,i,i,i,i,i,-1,i
CN(C)/C=N/C1=C(C#N)C(c2ccc(Br)cc2)c2ccc3ccccc3c2O1 (configuration not stated),i,1,i,0,i,i,i,i,i,-7,i
CC(C)Nc1nc(-c2cccnc2)nc(-c2ccccc2)c1C#N,i,-5,i,-8,i,i,i,i,i,-7,i
COc1ccc(-c2c(NC(=O)CC(C)C)n(C)c3ccccc3c2=O)cc1OC,i,2,i,0,i,i,i,i,i,-5,i
Cc1ccc(C(=O)C2=C(O)C(=O)N(c3ncccn3)C2c2ccc(F)cc2)o1 (configuration not stated),i,6,i,1,i,i,i,i,i,-8,i
COc1ccc(/C=N/NC(=O)c2cccc(NC(=O)c3ccccc3Cl)c2)c(OC)c1,i,0,i,-4,i,i,i,-12*,-10*,-8,i
O=C(COC(=O)c1cccs1)Nc1ccccc1C(F)(F)F,i,-3,i,1,i,i,i,i,i,-12,i
CCCCNC(=O)Cn1cnc2sc(C)c(S(=O)(=O)N3CCN(c4ncccn4)CC3)c2c1=O,i,-3,i,2,i,i,i,i,i,-7,i
O=C(c1ccccc1)N1CCn2c1nc1ccccc12,i,-10,i,1,i,i,i,i,i,-19,i
CNC(=O)c1c2c(nc3ccc(Br)cc13)CCCC2,i,6,i,4,i,i,i,i,i,-8,i
COc1ccc(N(CC(=O)Nc2ccccc2F)S(=O)(=O)c2ccc(C)c([N+](=O)[O-])c2)cc1,i,0,i,14,i,i,i,-7.8*,i,-7,i
Cc1ccc(NC(=O)CN2C(=O)N/C(=C\c3cccnc3)C2=O)cc1,i,-2,i,-5,i,i,i,i,i,2,i
COc1ccccc1CNC(=S)Nc1ccc2nc(N3CCN(C)CC3)cc(C)c2c1,i,11,i,1,i,i,i,i,i,-18,i
O=[N+]([O-])c1cccc(S(=O)(=O)c2ccc(NCCOCCO)c([N+](=O)[O-])c2)c1,i,.,i,5,i,i,i,i,i,0,i
O=c1cc(CN2CCN(Cc3ccccc3)CC2)c2cc(Cl)ccc2o1,i,2,i,.,i,i,.,i,i,0,i
CCC1=C(OC(=O)N(CC)CC)N2C(=O)OC(=NCCc3c[nH]c4ccccc34)[C@]2(Cc2ccccc2)[C@H]2C1=CC[C@H]1C(=O)N(CC(=O)OC)C(=O)[C@H]12,i,18,i,?,i,i,i,i,i,-5,i
C=CCn1c(=O)c(C(=O)Nc2ccc(C)cn2)c(O)c2ccccc21,i,.,i,-8,i,i,i,i,i,-5,i
Cc1ccc(C)c(-n2nnnc2SCC(=O)NNC(=O)c2ccco2)c1,i,0,i,.,i,i,i,i,i,-4,i
COc1ccc(N(C(=O)COc2ccc(C)cc2)S(=O)(=O)c2ccc(C)cc2)cc1,i,2,i,6,i,i,i,i,i,-10,i
CCCN1CCN(C(=O)C2CCN(c3ncnc4c3nc3n4CCCCC3)CC2)CC1,i,-5,i,6,i,i,i,i,i,-7,i
COCC(C)N=CC1=C(O)CC(C)(C)CC1=O (configuration not stated),i,.,i,2,i,i,i,i,i,-9,i
Cc1ccc(C(=O)c2coc3c2C(=O)C(=O)c2ccccc2-3)cc1,i,2,i,0,i,i,i,-9.4*,i,-9,i
Cc1cc(C(=O)NC(=S)Nc2cccc(NC(=O)C(C)C)c2)ccc1[N+](=O)[O-],i,-2,i,6,i,i,i,i,i,-5,i
COc1ccc2ncc(OC(C)=O)cc2c1,i,-2,i,2,i,i,i,i,i,-2,i
COc1ccccc1CC(=O)Nc1ccc(S(=O)(=O)N2CCN(C)CC2)cc1,i,-3,i,0,i,i,i,i,i,-7,i
CCc1nn(CCCC(=O)NCc2ccc(OC(C)C)cc2)c(=O)c2cc3occc3n12,i,8,i,?,i,i,i,i,i,-12,i
CSc1ccccc1OCc1cc(C(=O)N2CCN(c3ncccn3)CC2)no1,i,1,i,5,i,i,i,i,i,-13,i
CC(C)c1ccc(NC(=O)NC2CCCCC2)cc1,i,-4,i,4,i,i,i,i,i,-4,i
CS(=O)(=O)N1CCc2ccccc2C1,i,0,i,-4,i,i,i,i,i,-5,i
COc1ccc(CNCc2ccc3c(c2)OCO3)c(OC)c1OC,i,8,i,4,i,i,i,i,i,0,i
Cc1ccc(C(=O)NCC(=O)OCC(=O)c2c(N)n(C)c(=O)n(C)c2=O)s1,i,1,i,1,i,i,i,i,i,-8,i
COc1ccc(N2C(=O)C(=O)/C(=C(/O)c3ccc(C)cc3)C2c2cccnc2)cc1 (configuration not stated),i,-6,i,0,i,i,i,i,i,-6,i
CN(Cc1nccn1C)C(=O)C1CCC(=O)N(CCc2ccc(Cl)cc2)C1 (configuration not stated),i,0,i,-1,i,i,i,i,i,-10,i
COc1ccc(/C=C/C(=O)OCC(=O)c2c(N)n(C)c(=O)n(C)c2=O)cc1,i,-1,i,3,i,i,i,i,i,-6,i
NS(=O)(=O)c1cccc(NC(=O)COC(=O)Cc2ccc(Cl)cc2)c1,i,5,i,-3,i,i,i,i,i,-9,i
CSCC[C@H](NC(=O)Cc1ccc(Cl)cc1)C(=O)N1CCC2(CC1)NCCc1[nH]cnc12,i,5,i,0,i,i,i,i,i,-5,i
CC(C)c1nnc(NC(=O)COc2ccccc2[N+](=O)[O-])s1,i,0,i,0,i,i,i,i,i,-7,i
CCOC(=O)C1(Cc2cccc(OC)c2)CCCN(Cc2ccc(NC(C)=O)cc2)C1 (configuration not stated),i,-1,i,-13,i,i,i,i,i,-11,i
CCC(C)(C)NC(=O)C(c1ccc(OC)cc1)N(C(=O)CCC(=O)Nc1cc(C)on1)c1ccc(F)cc1 (configuration not stated),i,2,i,8,i,i,i,i,i,-4,i
CCO[C@H]1OC(C(=O)N2CCN(Cc3ccc4c(c3)OCO4)CC2)=C[C@@H](c2ccccc2)[C@@H]1CCCO,i,14,i,-1,i,i,i,i,i,-7,i
CCCCn1nnnc1NCc1ccc(N2CCCC2)cc1,i,2,i,3,i,i,i,i,i,-10,i
CN(C)CCCN(C(=O)CCc1ccccc1)c1nc2ccc(Br)cc2s1,i,3,i,2,i,i,i,i,i,-32,i
Cc1[nH]c2ccccc2c1/C=C/c1nc2ccccc2c(=O)n1CCO,i,4,i,2,i,i,i,i,i,-8,i
COc1ccc(C)cc1NC(=O)CSc1nnc(-c2ccc(OC)c(OC)c2)n1N,i,2,i,-6,i,i,i,i,i,-10,i
CCc1nnc(SCc2ccc(OC)c(Br)c2)n1N,i,8,i,0,i,i,i,i,i,-4,i
O=[N+]([O-])c1cc(/C=N\O)ccc1Oc1ccc(F)cc1,i,50,i,1,i,i,i,i,i,-9,i
Cc1cc(Nc2cccc(F)c2)nc(NCc2ccccc2)n1,i,0,i,14,i,i,i,i,i,-15,i
CSc1cccc(NC(=O)C2CCCN(S(=O)(=O)c3cccs3)C2)c1 (configuration not stated),i,2,i,-5,i,i,i,i,i,-14,i
